# Menin MLL FP TR: qHTS Assay for Inhibitors Targeting the Menin-MLL Interaction in MLL Related Leukemias: Competition With Texas Red Labeled MLL-derived Mutant Peptide; O00255; Menin + Texas Red MLL mutant peptide, fluorescence polarization; Potency, µM (series often up to 61.6 µM), for inactives: top-dose FP activity change, negative = inhibition, hits mostly inhibitors; 270,000 tested, 0.23% active; active = well fitted inhibition curve with a large enough effect in the polarisation, with a control signal flat, not every such curve was filed as active; inconclusive = small, poorly fitted or top-dose-only effect, or effect the other way, or a change in a side signal; inactive = no such curve, though single readings can be large or run the other way; the % refers to the polarisation; also: potency is read from the fitted curve at half-maximal effect; % of control where 0% means no effect; many of its hits are not listed in these tables
# Target sequence (O00255 whole entry, looked up): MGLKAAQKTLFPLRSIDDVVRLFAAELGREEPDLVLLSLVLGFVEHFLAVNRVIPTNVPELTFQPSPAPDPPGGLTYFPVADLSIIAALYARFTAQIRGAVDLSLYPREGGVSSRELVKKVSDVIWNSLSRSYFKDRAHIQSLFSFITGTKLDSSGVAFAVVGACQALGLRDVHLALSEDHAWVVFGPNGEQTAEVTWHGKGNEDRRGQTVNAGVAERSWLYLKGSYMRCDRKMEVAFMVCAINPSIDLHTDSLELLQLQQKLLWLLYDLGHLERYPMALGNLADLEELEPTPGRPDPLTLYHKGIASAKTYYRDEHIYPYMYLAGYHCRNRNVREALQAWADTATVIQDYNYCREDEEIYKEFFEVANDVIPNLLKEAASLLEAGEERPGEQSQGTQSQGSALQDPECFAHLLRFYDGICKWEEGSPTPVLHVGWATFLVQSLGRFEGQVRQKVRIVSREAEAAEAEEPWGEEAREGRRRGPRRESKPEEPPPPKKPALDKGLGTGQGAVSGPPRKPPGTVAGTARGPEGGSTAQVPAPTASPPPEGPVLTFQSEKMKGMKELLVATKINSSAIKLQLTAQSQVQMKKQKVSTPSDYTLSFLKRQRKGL
# TCR act: Activators of T cell receptors: qHTS campaign; 330,000 tested, under 10 active; AID 504894, 2011; primary human leukocytes, anti-CD3, IL-2 HTRF, 48 h; Potency, µM (highest dose often 9.22 µM), inactives show top-dose activation of IL-2 secretion, usual class: activators; also: % of control where 0% means no effect
#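 Readout: HTRF IL-2, Eu-cryptate/d2 antibody pair, 320nm excitation, 665nm emission. Stimulus: a-CD3 beads, no co-stimulation. Cells: primary human leukocytes. Exposure: 48 hr with compound.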
# PTAP TSG101 blk: qHTS Assay for Iinhibitors of HIV-1 Budding by Blocking the Interaction of PTAP/TSG101; Tumor susceptibility gene 101 protein (Homo sapiens), Q99816; Potency, µM (series often up to 115 µM), inactives show at the highest dose activity change, negative = inhibition, most hits filed as inhibitors; 340,000 tested, under 10 active; AID 493005, 2010; Fluorescence polarization, FITC-PTAP peptide / Tsg101 binding; active = well fitted inhibition curve with a large enough effect in the main read-out, with a control signal flat, not every such curve was filed as active; inconclusive = small, poorly fitted or top-dose-only effect, or effect the other way, or a change in a side signal; inactive = no such curve, though single readings can be large or run the other way; also: potency is read from the fitted curve at half-maximal effect; % of control where 0% means no effect
#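 Compounds were pin-transferred onto Tsg101 binding domain (10 uM final) in HEPES pH 7.5 buffer, then FITC-PTAP peptide was added at 50 nM final. After 20 min at RT, polarization reported peptide displacement across a qHTS concentration series.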
# a7 integrin act: qHTS for Activators of Integrin-Mediated Alleviation for Muscular Dystrophy. alpha7betagal myoblasts, beta-gal FDG fluorescence, 48 h. Potency, µM (highest dose often 38.3 µM), for inactives: top-dose activation, actives largely listed as activators. 350,000 tested, 0.064% active. AID 624291, 2012;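 also: potency is read from the fitted curve at half-maximal effect; 100% = response of the positive control SU9516; nearly all actives have a fitted effect of over 60% in size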
#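 Alpha7betagal+/- myoblasts (passage 13) were plated 16-24 hr, then exposed to compounds (1:260 dilution of DMSO stock) for 48 hours at 37C. After MPER lysis, β-galactosidase reporter activity was read as FDG fluorescence (ex 480/em 540) after 30 minutes.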
# AT treatment: qHTS Assay for Identifying a Potential Treatment of Ataxia-Telangiectasia | […] A-T fibroblasts, KAP-1 phosphorylation AlphaLISA; neocarzinostatin DNA damage 30 min before lysis | Potency, µM (titrated, usually from 57.5 µM), inactives show top-dose activation, most hits filed as activators | 320,000 tested, 0.19% active; also: potency is read from the fitted curve at half-maximal effect; % of control where 0% means no effect; nearly all actives have a fitted effect of over 45% in size
#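 ATM-like activity read as KAP-1 phosphorylation via AlphaLISA donor/acceptor antibody pairs after lysis and 6 hr at 25C. Cells were ATM-null patient fibroblasts ([…], hTERT), dosed 60 min, then exposed to the DSB inducer NCS for 30 min.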
# S-ASM inh: Inhibitors of Secretory Acid Sphingomyelinase (S-ASM): qHTS | Sphingomyelin phosphodiesterase (Homo sapiens), P17405 | placental ASM, HMU-PC fluorogenic substrate, 60 min | Potency, µM (series often up to 57.5 µM), without a hit: at the top dose activity change, negative = inhibition, hits mostly inhibitors | 340,000 tested, 0.006% active | AID 504937, 2011; also: potency is read from the fitted curve at half-maximal effect
#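 Human placenta-derived ASM preincubated with compound 10 min at room temperature, then reacted with 9 uM (final) fluorogenic HMU-PC substrate for 60 min at 37 C. Stop solution raises pH to 10; fluorescence read at Ex 386/Em 447 nm.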
# Mito fusion act: qHTS Assay for Small Molecule Inhibitors of Mitochondrial Division or Activators of Mitochondrial Fusion. S. cerevisiae fusion-defective mutant growth rescue, CellTiterGlo 48 h. Potency, µM (highest dose often 46.1 µM), for the others: at the highest dose growth rescue (activation), actives largely listed as activators. 320,000 tested, 0.23% active. AID 485298, 2010;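 also: potency is read from the fitted curve at half-maximal effect; % of control where 0% means no effect; nearly all actives have a fitted effect of over 45% in size; temperature-sensitive fusion mutants such as fzo1-1 at 37 °C on non-fermentable ethanol glycerol medium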
#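 Compounds are tested for their ability to restore growth of mitochondrial fusion-defective yeast strains at non-permissive 37C in YPEG medium over 48 hours. Viability is quantified by luciferase luminescence.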
# MBNL1-CUG inh: qHTS Assay for Inhibitors of MBNL1-poly(CUG) RNA binding | Potency, µM (titrated, usually from 57.5 µM), without a hit: at the highest dose activity change, negative = inhibition, hits mostly inhibitors | Muscleblind-like protein 1 (Homo sapiens), Q9NR56 | TR-FRET MBNL1-His/biotin-(CUG)12 binding, 665/545 ratio | 280,000 tested, 0.036% active | AID 2675, 2010; active = well fitted inhibition curve with a large enough effect in the signal ratio, with a control signal flat, not every such curve was filed as active; inconclusive = small, poorly fitted or top-dose-only effect, or effect the other way, or a change in a side signal; inactive = no such curve, though single readings can be large or run the other way; the % refers to the signal ratio; also: potency is read from the fitted curve at half-maximal effect; % is scaled to controls: 0 for no effect and ±100 for the full control effect
# Target sequence (Q9NR56 whole entry, looked up): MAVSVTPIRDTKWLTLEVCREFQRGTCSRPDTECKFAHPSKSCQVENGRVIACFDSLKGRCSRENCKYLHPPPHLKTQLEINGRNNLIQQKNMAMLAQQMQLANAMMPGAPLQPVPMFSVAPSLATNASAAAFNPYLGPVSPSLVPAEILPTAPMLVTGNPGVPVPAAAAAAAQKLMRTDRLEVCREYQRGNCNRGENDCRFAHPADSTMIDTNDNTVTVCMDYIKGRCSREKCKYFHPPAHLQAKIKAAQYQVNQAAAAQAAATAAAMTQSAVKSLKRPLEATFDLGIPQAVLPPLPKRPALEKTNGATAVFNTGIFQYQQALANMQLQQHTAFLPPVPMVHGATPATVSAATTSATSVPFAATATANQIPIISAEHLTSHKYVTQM
#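 MBNL1-His + Biotin-(CUG)12, cpd titration 92 nM–58 uM; Tb anti-His Ab 0.055 ng/ul, SA-XL665 5 nM (final); 60 min RT; ratiometric 665/545 nm, Ex 340 nm; normalized to buffer and full-complex controls.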
# CXXC DNA block: qHTS Fluorescence Polarization Assay for Inhibitors of MLL CXXC domain - DNA interaction. Potency, µM (doses to about 115 µM), for inactives: at the highest dose activity change, negative = inhibition, actives largely listed as inhibitors. MLL-CXXC / FITC-HOXA9 DNA fluorescence polarization. 290,000 tested, 0.037% active. AID 2662, 2010; active = well fitted inhibition curve with a large enough effect in the polarisation, with a control signal flat, not every such curve was filed as active; inconclusive = small, poorly fitted or top-dose-only effect, or effect the other way, or a change in a side signal; inactive = no such curve, though single readings can be large or run the other way; the % refers to the polarisation; also: potency is read from the fitted curve at half-maximal effect
#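 Steps: dispense CXXC domain solution (7 uM) → pin compounds or unlabeled HOX-A9 DNA control → 5 min ambient → add FLSN-HOX-A9 solution (50 nM) → spin → 30 min ambient → fluorescence polarization. Tris pH 7.5/NaCl/DTT/BSA buffer.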
# TSHR antag: Antagonists of the Thyroid Stimulating Hormone Receptor: HTS campaign; Thyrotropin receptor (Homo sapiens), P16473; TSHR-expressing cells, TSH-stimulated cAMP HTRF, 2 h; active compounds read low; activity change, negative = inhibition, % at 11.5 µM; 330,000 tested, 0.2% active;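 active = activity change below a set negative limit, meaning inhibition stronger than a set level, cut at about -70% in these data; inconclusive = activity change between two set negative limits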; also: % is scaled to controls: 0 for no effect and ±100 for the full control effect
#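 Cell-based HTRF cAMP assay; TSHR cells + compound, TSH EC80 (4nM final), 2 h, 37 deg C. Lysis with anti-cAMP cryptate and cAMP-d2, 30 min RT, read 665/620 nm.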
# Active calls of the source: *; u = inconclusive; x = not tested or not shown; [ ] = dose if it differs, or a comment. Unless noted, calls follow the shape of the dose curve; as a rule, active = well fitted curve in the direction sought with a large enough effect; inconclusive = small, poorly fitted or top-dose-only effect, or another doubt; inactive = no such curve, though single readings can be large; an effect the other way counts as inactive or inconclusive. A portion of the library. The share of hits here may be higher or lower than overall.
SMILES,Menin MLL FP TR,TCR act,PTAP TSG101 blk,a7 integrin act,AT treatment,S-ASM inh,Mito fusion act,MBNL1-CUG inh,CXXC DNA block,TSHR antag
CCc1cc(C(=O)N(C)CC(=O)N(CC(C)C)c2c(N)n(CC(C)C)c(=O)[nH]c2=O)sc1C,0%,-1%,0%,-13%,10%,-1%,0%,-3%,0%,-4
CC(C)c1nnc(NC(=O)Cc2cccs2)s1,-1%,-2%[46.1 µM],0%,25%,4%,6%,-1%,3%,1%,-4
CCCCN1C[C@H](COC(=O)CCC)Oc2cccc(F)c2S1(=O)=O,x,-1%,-2%,11%,x,-4%,x,x,x,x
COc1cc(NC(=O)c2cccs2)c(C(=O)OCC(=O)NCc2ccco2)cc1OC,-9%,-1%,-6%,1%,6%,1%,16%,9%,0%,0
O=C(Cn1c2c(c(=O)n3ncnc13)CCC2)N/N=C/c1ccc(Cl)cc1,x,-30%,-6%,-24%,-5%,-2%,5%,-4%,-6%,2
COc1ccc(C2CC(c3ccccc3)n3nnnc3N2)cc1 (centres undefined),-4%,5%,-5%,32%,x,8%,1%,-12%,-6%,1
CSc1nnc([C@H](C)NC(=O)OC(C)(C)C)o1,19%,-4%,-4%,-20%,14%,1%,-1%,-2%,u,-4
Cc1ccc(-c2onc3ccc(C4OCCO4)cc23)cc1,11%,1%,-1%,1%,-5%,5%,-6%,u,7%,1
COc1ccc(-c2cc(C(=O)N(C)Cc3ccccc3F)c3ccccc3n2)cc1OC,x,-3%,-2%,-50%[inhibitor],-11%,45%[activator],2%,-4%,-1%,-5
O=C(CNS(=O)(=O)c1ccc(F)cc1)N1CCN(c2ccc(F)cc2)CC1,32%[activator],x,-3%,28%,-4%,2%,0%,2%,1%,3
CCc1sc(-c2c(C#N)c(N)nc3c2CCCCCC3)cc1[N+](=O)[O-],u,8%,-2%,-3%,3%,-1%,-1%,1%,8%,-6
COCCN=C1NN=C(c2ccc(NC(C)=O)cc2)CS1,10%,7%,-1%,9%,1%,-1%,-4%,24%,u,-9
CSc1ccccc1NC(=O)CN(C)C(=O)C(C)SCc1nc2sc(C)c(C)c2c(=O)[nH]1 (centres undefined),x,3%,1%,4%,x,0%,x,x,x,x
COc1ccccc1N1CCN(CCCCN2C(=O)C3CCCN3C2=O)CC1 (centres undefined),x,-7%,-3%,8%,x,2%,x,x,x,x
N#CCCN(C(=O)COC(=O)c1cc(=O)[nH]c2ccccc12)c1ccccc1,x,0%[46.1 µM],-3%,-6%,30%,28%,x,x,x,-11
Cn1c(=O)c(C(=O)N2CCc3ccccc32)cc2cccnc21,x,4%,0%,8%,11%,1%,-1%,x,x,9
N#Cc1ccc(COC(=O)CCc2c[nH]c3ccccc23)cc1,x,5%,-5%,27%,7%,-2%,1%,2%,2%,-5
CN(Cc1nc2ccccc2c(=O)[nH]1)C(=O)c1ccc(S(=O)(=O)N2CCCC2)cc1,x,-9%,0%,-17%,9%,1%,-1%,x,x,-1
CCOC(=O)c1c(C)[nH]c(C)c1C(=O)CSc1nnc(N)s1,7%,1%,4%,-4%,-1%,2%,0%,0%,-5%,-1
O=C(NC1CC1)C1=C[C@H](c2coc3ccccc3c2=O)C[C@H](OCCCCO)O1,x,0%,-3%,-17%,x,4%,x,x,x,x
NC(=O)c1ccccc1NS(=O)(=O)Cc1ccccc1,5%,-15%,-3%,25%,-5%,6%,1%,21%,-6%,-1
CCC(=O)NC(=S)Nc1ccc(NC(=O)COc2ccc([N+](=O)[O-])cc2)cc1,u,-4%,1%,2%,1%,-4%,-2%,15%,-19%,-5
CN(C)/C=C(\C#N)C(=O)N/N=C/c1ccc(F)cc1,7%,1%,-1%,13%,5%,1%,-2%,x,5%,5
NC1=NC(c2ccc(Cl)cc2)N(c2ccc(S(N)(=O)=O)cc2)C(N)=N1 (centres undefined),-1%,-4%,0%,11%,2%,3%,-44%[inhibitor],0%,0%,3
Cc1ccc(OCC(=O)N(Cc2ccco2)c2c(N)n(Cc3ccccc3)c(=O)[nH]c2=O)cc1C,x,-12%,1%,-5%,-1%,-1%,1%,x,x,25
COc1cc(C2CC(=O)c3c([nH]c(C(=O)OCCOC(C)C)c3C)C2)cc(OC)c1OC (centres undefined),1%,-7%[46.1 µM],-6%,-41%,12%,-4%,-9%,-3%,17%,-20
CCS(=O)(=O)N1CCC(NC(=O)c2cc(OC)cc(OC)c2)CC1,2%,x,-3%,1%,-5%,-1%,1%,-5%,24%,-2
CCOc1ccc(NCc2cc3c(C(C)(C)C)nn(-c4ccccc4)c3[nH]c2=O)cc1,u,-173%,-2%,u,-1%,-15%,5%,5%,22%,29
COc1ccc(-c2nc(C=O)cs2)cc1,x,7%,-7%,-27%,-11%,0%,-6%,3%,12%,-1
COc1ccc(NS(=O)(=O)c2cn(C)nc2C)cc1,13%,-1%,-3%,26%,-1%,0%,0%,-10%,-15%,-3
O=S(=O)(CCc1nc2ccccc2s1)c1ccc2ccccc2c1,12%,4%,-1%,-11%,7%,-5%,8%,-7%,4%,4
O=C(NCc1cccc(Br)c1)c1cc(-c2ccccc2)nn1CC1CC(c2cccc([N+](=O)[O-])c2)=NO1 (centres undefined),x,-1%,17%,23%,x,-7%,x,x,x,x
CCOc1ccc(C(=O)CSc2nnc(N)s2)cc1,6%,-4%,-1%,0%,8%,1%,3%,-4%,-1%,-7
O=C(OC(C(=O)Nc1ccc(Cl)cc1C(F)(F)F)c1ccccc1)c1c(Cl)cccc1Cl (centres undefined),-7%,-4%[46.1 µM],-3%,13%,5%,-1%,0%,x,10%,-9
Cc1cc(C(=O)Nc2cnn(Cc3ccc(Cl)cc3Cl)c2)no1,37%[activator],0%,-12%,15%[7.66 µM],2%,-3%,-2%,-10%,0%,-5
O=C(CCC(=O)Nc1ccc(Cl)cc1)N/N=C/c1ccc2c(c1)OCO2,x,4%,x,7%,u,-1%,20%,37%[activator],-2%,-72*
CC(C)(C)OC(=O)N1CCN(C(=O)c2[nH]cnc2C(=O)Nc2ccon2)CC1,x,-27%,-4%,6%,4%,-4%,-1%,x,x,-11
COc1ccc(NC(=O)N2CCCC2C(=O)NCCc2ccccc2)cc1 (centres undefined),40%[activator],-4%,-2%,-12%,4%,5%,0%,1%,-3%,4
Cc1nc2ccccc2c(=O)[nH]1,-2%,-12%,-2%,10%,4%,2%,0%,-1%,3%,9
CCc1cc(=O)oc2c3c(cc(OCC(=O)NCCC(=O)O)c12)OC(C)(C)CC3,0%,-1%,-4%,3%,12%,37%[activator],6%,4%,-3%,-5
Cc1ccc(NS(=O)(=O)c2cc(C(=O)NCc3ccncc3)ccc2C)cc1,x,-2%,-2%,1%,7%,7%,3%,1%,6%,1
COC(=O)CCCC[C@H]1SC[C@H]2NC(=O)N[C@]21O,4%,x,x,x,5%,x,-1%,0.32µM*,2%,3
CCC(=O)N(CCc1ccc(OC)c(OC)c1)Cc1cc2ccc(C)cc2n2nnnc12,-19%,2%,-6%,-6%,6%,-4%,4%,2%,6%,3
O=C(Cc1c(F)cccc1Cl)Nc1nc2ccccc2s1,u,1%,-2%,-28%,1%,-8%,-4%,1%,3%,-11
COc1cccc(C2=NOC(C(=O)Nc3cccnc3)C2)c1 (centres undefined),0%,-2%,-7%,-3%[7.66 µM],-5%,0%,-4%,-2%,-6%,1
COc1cccc(CNC(=O)CSc2ccc(-c3ccncc3)nn2)c1,-8%,x,x,x,9%,x,9%,-6%,1%,-1
CC(Oc1ccccc1)C(=O)N1CCN(c2ccc(N3CCCCCC3)nn2)CC1 (centres undefined),x,2%,-1%,-12%,12%,423%[activator],2%,x,x,0

# Compound activity (PubChem)
